Screens as filed in PubChem BioAssay.
AMA1 RON2 block: qHTS for Inhibitors of AMA1-RON; Towards Development of Antimalarial Drug Lead: Primary Screen. Plasmodium falciparum AMA1 (3D7) - RON2 peptide interaction. AlphaScreen AMA1-biotinylated RON2 peptide binding. Potency, µM (titrated, usually from 58.2 µM), for inactives: top-dose activity change, negative = inhibition, actives largely listed as inhibitors. 360,000 tested, 0.2% active;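 also: 0% = vehicle wells and -100% = peptide control; nearly all actives have a fitted effect of over 45% in size; some results filed as inactive show a strong effect at the top dose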
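AMA1 (3D7) with his tag at 25 nM final met compounds first, then biotinylated RON2 peptide at 25 nM; detection used donor plus acceptor beads, 10 µg/mL apiece, read by AlphaScreen after 30 min at room temperature.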
Tb PYK inh: qHTS of Trypanosoma Brucei Inhibitors. Potency, µM (titrated, usually from 76.8 µM), without a hit: top-dose activity, negative = inhibition, hits mostly inhibitors. 410,000 tested, 0.12% active. pyruvate kinase (Trypanosoma brucei), Q57TT1. TbPYK enzyme, Kinase-Glo Plus ATP luminescence, 45 min; also: nearly all actives have a fitted effect of over 50% in size
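Quantitative HTS: titrated library compounds versus trypanosomal pyruvate kinase in TEA buffer (pH 7.2) containing KCl, MgCl2, BSA and Tween-20. Reactions were initiated with ADP, 130 uM final. Kinase-Glo Plus luminescence was read after 45 min at RT.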
* = called active by the depositor; ? = inconclusive; [ ] = dose if it differs, or a comment. Calls follow the shape of the dose curve; as a rule, active = well fitted curve in the direction sought with a large enough effect; inconclusive = small, poorly fitted or top-dose-only effect, or another doubt; inactive = no such curve, though single readings can be large; an effect the other way counts as inactive or inconclusive. Unless noted, % is scaled to controls: 0 for no effect and ±100 for the full control effect; potency is read from the fitted curve at half-maximal effect. These rows are one share of the data (hit frequency here may not be typical).

Sequence of screens: AMA1 RON2 block, Tb PYK inh
- O=[N+]([O-])c1cccnc1Sc1ccccc1Cl
 : ?, -5.9%
- CSc1ccc(CN2CCC(C)(Oc3ccccc3C)C2)cc1 (stereo not given)
 : -17.2%, -0.1%
- CCOC(=O)c1ccc(-c2c(-c3ccccc3OC)sc3ccc(OC)cc23)cc1F
 : 0.0%, 0.9%
- CCOC(=O)C1=C(C(=O)OCC)N(Cc2ccccc2)CCC1=O
 : 7.5%, -3.5%
- CCOC(=O)[C@]12CCC=C1N(Cc1ccc3c(c1)OCO3)C(=O)[C@H](CC(=O)NCc1cccc3ccccc13)C2
 : -27.9%, -1.3%
- CN(C)S(=O)(=O)n1cc(/C=C(\NC(=O)c2ccccc2F)C(=O)NCCN2CCOCC2)c2ccccc21
 : -3.4%, 1.9%
- CC(=O)N(c1ccccc1)c1nc2ccccc2s1
 : -7.7%, 3.5%
- COc1ccc(N=Cc2c(OC)ccc3ccccc23)cc1
 : -15.8%, -0.2%
- O=C(O)c1ccccc1C=NNc1ccc([N+](=O)[O-])cn1
 : 30.7%[activator], -2.8%
- CCCC#Cc1cnc2c(c1)C(=O)N([C@H](C)CO)C[C@@H](C)[C@@H](CN(C)C(=O)Nc1cccc(F)c1)O2
 : 7.1%, ?
- CCCS(=O)(=O)NC(=O)C1(C)CCN(C(=O)c2cccc3ccccc23)C1 (stereo not given)
 : 13.9%, 3.8%
- NC(=O)c1cccc(-c2coc3c(C(=O)NC4CCCCC4)cccc23)c1
 : 1.1%, 4.1%
- COc1ccc2c(c1)OC[C@H]1[C@H]2N2C(=O)c3ccc(F)cc3NC(=O)[C@@]2(C)[C@H]1c1ccccc1
 : -16.1%, 2.0%
- COC(=O)C1=C(c2ccccc2)C[C@@H]2CC[C@H]1N2C(=O)N1CCC(O)CC1
 : -5.8%, -4.4%
- CC(C)(C)c1ccccc1NC(=O)Nc1nc(C(N)c2ccccc2)cs1 (stereo not given)
 : 81.6%[activator], -0.2%
- OC(c1ccc(-c2ccccc2)cc1)c1ncc(-c2cccc(F)c2)[nH]1 (stereo not given)
 : 16.3%, -1.8%
- CC1CCC(NC(=O)C2CC(O)CN2S(=O)(=O)c2ccc([N+](=O)[O-])cc2)CC1 (stereo not given)
 : -7.4%, -9.3%
- Nc1ncnc2c1ncn2[C@@H]1O[C@H](CNCc2ccccc2OC2OC(CO)C(O)C(O)C2O)[C@@H](O)[C@H]1O (stereo not given in full)
 : -6.6%, 0.3%
- CC1C(=O)N(Cc2cn(CC3CCCCC3)nn2)CCS(=O)(=O)N1Cc1ccc(-c2cccc(CO)c2)cc1 (stereo not given)
 : -10.4%, -4.3%
- Cc1cccc(-c2ccc3c(c2)C2CC3CCN2)c1 (stereo not given)
 : -1.5%, 8.3%
- CCOc1ccc(CCN2C(=S)N([C@@H](CC(C)C)CN3CCCC3CN3C(=S)NC[C@@H]3Cc3ccc(O)cc3)C[C@@H]2CC(C)C)cc1 (stereo not given in full)
 : 1.5%, -0.3%
- Cc1cc(C)cc(CC(=O)N2CCC2(C)C(=O)NS(=O)(=O)c2ccccc2C)c1 (stereo not given)
 : 2.5%, 4.1%
- COc1ccc(CNC(=O)C2CCN(S(=O)(=O)c3ccc(N4CCCC4=O)cc3)CC2)cc1
 : -0.8%, 7.0%
- C[C@]12c3[nH]c4cc(-c5ccco5)ccc4c3CCN1C(=O)[C@@H](CC(=O)NCCc1ccccn1)C[C@@H]2C(=O)N1CCOCC1
 : 11.8%, 1.9%
- C[C@@H](O)CNC(=O)c1[nH]cnc1C(=O)Nc1cccc(Cl)c1
 : 84.7%[activator], 7.0%
- COc1ccc(NC(=O)N(C)C[C@@H]2OCc3cn(nn3)CCCC(=O)N([C@H](C)CO)C[C@H]2C)c(OC)c1
 : 2.4%, -6.2%
- CCCCN(C)c1c(C)nc2ccc(C(=O)Nc3ccc(OC)c(OC)c3)cn12
 : -12.5%, -11.5%
- Cn1cnc2nc(Cl)nc(Cl)c21
 : 5.4%, 0.3%
- COc1ccc(-c2cc(C(=O)Nc3cc(S(N)(=O)=O)ccc3C)c3ccccc3n2)cc1OC
 : 0.6%, -6.8%
- Cc1ccc(CC2(C)C(=O)Nc3c(Cl)ccc(Cl)c32)cc1 (stereo not given)
 : -1.3%, 0.2%
- COc1ccc(NC(=O)CCCOc2ccc(C)cc2)cc1S(=O)(=O)N1CCCCC1
 : -9.3%, -8.9%
- Nc1ncnc2c1ncn2[C@@H]1O[C@H](CNCc2ccc(-c3cc(C(F)(F)F)ccc3Cl)o2)[C@@H](O)[C@H]1O
 : -1.4%, 1.6%
- O=C(NC1CC1(c1ccccc1)c1ccccc1)c1ccccc1 (stereo not given)
 : 18.1%, -6.7%
- O=C(N/N=C/c1ccc(N2CCOCC2)s1)c1ccc(O)cc1
 : 120.2%[activator], 4.2%
- COc1cc(C)ccc1OCc1cc(C(=O)NC(c2ccccn2)C(F)(F)F)no1 (stereo not given)
 : 122.2%[activator], -3.7%
- O=C1CC(=O)N2CCSC2=N1
 : -1.1%, -7.9%
- CCNC(=O)C1(C)CCN(C(=O)c2cccc(OC(C)=O)c2C)C1 (stereo not given)
 : -3.7%, 7.3%
- CCc1nc2ccc(C(=O)N3CCCC(C(N)=O)C3)cn2c1N(C)Cc1ccc(OC)cc1 (stereo not given)
 : -0.1%, 3.0%
- O=[N+]([O-])c1ccc(C=NNC(=S)Nc2ccc(F)cc2)cc1
 : 82.1%[activator], 25.2%
- C[C@@H]1CN([C@@H](C)CO)S(=O)(=O)c2ccc(C#CC(C)(C)O)cc2O[C@H]1CN(C)C(=O)C1CCCCC1
 : 1.2%, 11.9%
- CCOC(=O)[C@]12CCC=C1N(Cc1ccco1)C(=O)[C@H](CC(=O)N1CCN(C(=O)C3CC3)CC1)C2
 : 15.2%, 1.5%
- O=C(Cn1cc(F)c(=O)[nH]c1=O)c1ccco1
 : -7.8%, 0.6%
- Clc1ccc2nc(-c3ccco3)c(Cc3ccsc3)n2c1
 : -10.1%, ?
- CC1([N+](=O)[O-])COP(=O)(Nc2ccc(Cl)cc2)OC1 (stereo not given)
 : 7.5%, 5.2%
- Cc1ccc(CN(C)C(=O)c2cccc(S(=O)(=O)N3CCN(c4ccccc4)CC3)c2)cc1
 : -2.7%[11.6 µM], 0.0%
- C[C@H](CO)N1C[C@H](C)[C@@H](CN(C)Cc2ccc(Oc3ccccc3)cc2)OCc2cnnn2CCCC1=O
 : -24.5%, -10.3%
- CC1(C)O[C@@H]2[C@H](O1)[C@@H](CO)O[C@H]2n1cc(Br)c(=O)[nH]c1=O
 : 5.1%, 2.7%
- COc1cc(OC)cc(C(=O)NCC(=O)OCC(=O)NCc2ccco2)c1
 : 6.9%, -3.6%
- C[C@H](CO)N1C[C@H](C)[C@@H](CN(C)C(=O)Nc2ccccc2)Oc2ccc(NC(=O)C3CCCCC3)cc2C1=O
 : -2.9%, -1.1%
- COC(=O)c1cnc(Nc2nc(C(N)Cc3ccc(Cl)cc3)cs2)nc1C(F)(F)F (stereo not given)
 : 136.9%[activator], 3.0%
- Nc1ncnc2c1ncn2[C@@H]1O[C@H](CNS(=O)(=O)c2cc3ccccc3s2)[C@@H](O)[C@H]1O
 : 4.7%, -9.4%
- CCOc1ccccc1OCC(=O)NN=C1CCCC(=O)C1
 : 4.6%, 1.4%
- CCC(O)(Cc1ccccn1)Cc1ccccn1
 : 88.0%[activator], 2.5%
- COCCCNC(=O)CC1C[C@H](C(=O)N2CCOCC2)[C@@]2(C)c3[nH]c4ccc(OC)cc4c3CCN2C1=O (stereo not given in full)
 : 13.6%, 4.1%
- COc1ccc(OC(F)(F)F)cc1CC1(C)C(=O)Nc2cccc(Cl)c21 (stereo not given)
 : 5.2%, -4.6%
- CC(=O)C1CCC2C3CCC4=CC(=O)CCC4(C)C3(Br)C(=O)CC12C (stereo not given)
 : 7.4%, -15.8%
- CCCCN1C(=O)C(CC(=O)NC2CCCC2)CC(C(=O)N(C(C)C)C(C)C)=C1C (stereo not given)
 : 10.0%, -4.4%
- O=C1N[C@@H](c2ccccc2)COC(=O)[C@@H](Cc2ccc(F)cc2)C/C=C\C[C@@H]1CC(=O)N(CCO)Cc1ccccc1
 : 8.1%, 0.4%
- CCOC1=C2[C@H](c3ccc(CC)cc3)N(S(=O)(=O)c3ccc(C)cc3)C[C@H]2C(C#N)(C#N)C(C#N)(C#N)C1
 : 28.9%, -8.5%
- COc1ccc(S(=O)(=O)N2CCOC2CNC(=O)C(=O)NCc2ccccn2)cc1OC (stereo not given)
 : 75.6%[activator], 3.8%

Later entries:
Sequence of screens: AMA1 RON2 block, Tb PYK inh
- O=C1NC(c2ccccc2)N=C2Oc3ccccc3C=C12 (stereo not given)
 : 3.2%, -18.5%
- Cc1cc(C)cc(C(O)c2ncc(-c3ccccc3)[nH]2)c1 (stereo not given)
 : -19.2%, -1.2%
- CN1CCN(c2cccc3c2S(=O)(=O)N[C@H](Cc2ccccc2)CO3)CC1
 : 4.0%, 4.7%
- CCCCCCCCN1C(=O)[C@H](CC(=O)NCCCN2CCCC2=O)C[C@@]2(C(=O)OC)CCCCC=C12
 : 0.1%, 3.4%
- Cc1cccc(NS(=O)(=O)c2cccc(C(=O)NCC3(N4CCOCC4)CCCCC3)c2)c1
 : -5.8%, -1.6%
- CC(=O)c1cc(C)c(OC(=O)c2ccccc2)c(C)c1
 : 0.0%, -1.0%
- C[C@@H]1CCC[C@@]2(O[C@H](CCO)C[C@H](O)[C@H]2O)O1
 : 8.6%, 1.1%
- C[C@@H]1CN([C@@H](C)CO)C(=O)CCCn2nncc2CO[C@H]1CN(C)S(=O)(=O)c1ccccc1C#N
 : 1.9%, -18.3%
- O=C(Nc1cccc(S(=O)(=O)N2CCOCC2)c1)c1cc(S(=O)(=O)N2CCOCC2)c(Cl)cc1Cl
 : 1.2%, -1.4%
- CCCCn1c(N)c(N(CCC(C)C)C(=O)c2cccc(N3C(=O)c4ccccc4C3=O)c2)c(=O)[nH]c1=O
 : 1.1%, -2.8%
- Cc1ccc(S(=O)(=O)N2CCOCC2)cc1C(=O)OCC(=O)NCCc1ccccc1
 : -0.7%, -0.8%
- COC(=O)C1=C(C(=O)OC)[C@@H]2N(Cc3ccccc3)c3ccccc3[C@@]23C[C@@H](C(=O)OC)N(C(=O)NC2CCCCC2)C3=N1
 : 4.8%, -3.2%
- CCc1nc2ccc(C(=O)N(C)C(C)C)cn2c1N(CC)Cc1cccc(Br)c1
 : 26.7%, 5.2%
- Cc1cccc(C)c1-n1nnnc1C(c1cccs1)N1CCC(n2c(=O)[nH]c3ccccc32)CC1 (stereo not given)
 : -18.5%, -2.1%
- O=C1NC(=O)C(=Cc2ccccc2)N1
 : 0.4%, 2.1%
- O=C1CCCCC1Nc1ccc(Br)cc1 (stereo not given)
 : ?, -5.8%
- CN(NC(=O)NN(C)C(=O)c1ccccc1)C(=O)c1ccccc1
 : -13.6%, 10.4%
- O=C(COC(=O)c1cc(Cl)cc(Cl)c1)NCc1ccco1
 : -11.1%, 0.0%
- O=C(NCc1nnnn1-c1ccc(Cl)cc1)C1CC(=O)N(c2ccc(F)cc2)C1 (stereo not given)
 : -6.1%, 0.5%
- O=C(CSc1nnc(Nc2ccccc2)s1)NC1CCCC1
 : 3.1%[11.6 µM], -2.7%
- O=C(NCc1cccc(Br)c1)C1CC2Cn3c(nc4ccccc43)C2N1c1ccccc1 (stereo not given)
 : -25.2%, -1.2%
- CCc1nc2c(OCc3ccc(C(F)(F)F)cc3)cccn2c1N(C=O)Cc1ccc(OC)cc1
 : -4.9%, 6.7%
- Cc1nc(SCC(=O)NC2CCS(=O)(=O)C2)c2c3c(sc2n1)CCC3 (stereo not given)
 : 12.9%, 0.7%
- Nc1ccc(S(=O)(=O)Nc2nccs2)cc1N=Nc1ccccc1[N+](=O)[O-]
 : -22.7%, 3.8%
- CCc1nc2c(OCCOc3ccc(F)cc3)cccn2c1N(C)C(=O)c1ccc(OC)cc1
 : -9.9%, -1.1%
